# TcdB inh: TcdB glycohydrolase inhibitors, primary screen, biochemical, single point, plate reader | AID 652162, 2013 | TcdB glycohydrolase enzymatic assay | 0.24% of 350,000 active | Toxin B (Clostridioides difficile), P18177 | inhibition, % at 9.99 µM; in the data active means inhibition above about 10%
# PrPC surface inh: inhibitors of human cell surface prion protein PrPC, primary screen, cell-based, TR-FRET; Major prion protein (Homo sapiens), P04156; TR-FRET read-out; inhibition, % at 13.8 µM; 0.43% of 370,000 active; AID 720596, 2013; in the data active means inhibition above about 24%; further: 0% = median of the test wells and 100% = reference compound wells
# CCHF vOTU inh: CCHFV vOTU protease inhibitors, primary screen, biochemical, Pep-AMC substrate, fluorescence. Crimean-Congo hemorrhagic fever virus L polyprotein viral ovarian tumor (vOTU) protease …. 0.55% of 370,000 active. AID 651958, 2012. inhibition, % at 11.5 µM; in the data active means inhibition above about 30%; further: 0% = vehicle wells with enzyme and 100% = no enzyme wells
# An asterisk follows results filed as active; & = joins results of further samples. These rows are one share of the data. The share of hits here may be higher or lower than overall.
smiles | TcdB inh | PrPC surface inh | CCHF vOTU inh
CC1(O)C(=O)C2(C)C=CC1C1C(=O)N(c3ccccc3)C(=O)C12 (stereo unspecified) | 1.0 | -5.3 | -6.2
CC(NC(=O)/C(C#N)=C/c1ccc(Cl)c([N+](=O)[O-])c1)c1ccccc1 (stereo unspecified) | 1.0 | -8.8 | 6.0
O=C(NCc1ccccc1)C(C1CC1)n1c(-c2cccs2)nc2ccccc21 (stereo unspecified) | 0.1 | 2.7 | -11.2
CCCCCCCCN1C(=O)[C@H](CC(=O)NCc2ccccc2)C[C@@]2(C(=O)OCC)CCC=C12 | 0.8 | -6.4 | 16.6
CN1CCCCC(NC(=O)c2cccc([N+](=O)[O-])c2)C1=O (stereo unspecified) | 1.0 | -13.8 | -7.4
COC(=O)C1=C(C)N(Cc2ccc(C(F)(F)F)cc2)C(=NCc2ccc(C(F)(F)F)cc2)NC1c1cccc(Cl)c1 (stereo unspecified) | 1.8 | 12.1 | 6.0
COc1ccc(-c2csc(NC(=S)NC(=O)/C=C/c3ccccc3)n2)cc1Br | 0.3 | -7.3 | 1.2
O=C(O)c1cccc(C(=O)O)c1S(=O)Cc1ccccc1 (stereo unspecified) | 0.9 | 8.1 | -7.7
O=C(C(=O)N1CCN(C(=O)c2ccco2)CC1)c1cc2ccccc2o1 | 1.9 | -1.8 | 13.6
COCc1cc(N2CCN(C(=O)OC(C)(C)C)C[C@H]2C)ccc1N1CCN(Cc2ccccc2)[C@@H](C)C1 | -0.8 | 0.1 | 4.7
Cc1noc(C)c1NC(=O)N(C)C[C@@H]1OCc2cn(nn2)CCCC(=O)N([C@@H](C)CO)C[C@H]1C | -0.5&0.9 | 2.4 | -3.5
CN[C@H]1C[C@H]2c3[nH]c4c(-c5ccccc5)cccc4c3CCN2C[C@H]1[C@H](C)O | 1.5 | -4.4 | 7.4

# Other structures.
smiles | TcdB inh | PrPC surface inh | CCHF vOTU inh
CCCCS(=O)(=O)N1CCCc2nc(-c3ccc(OC)cc3)ccc21 | 0.1 | 9.0 | -2.3
NC(=O)c1ncn([C@@H]2O[C@H](C(=O)Nc3ccc(Oc4ccccc4)nc3)[C@@H](O)[C@H]2O)n1 | 0.7 | -5.0 | 7.3
C(=CCSc1ccccn1)CSc1ccccn1 | 0.5 | 2.4 | -4.5
Cc1nnc2n1N=C(c1ccc3c(c1)NC(=O)CO3)CS2 | 1.9 | -7.0 | -3.2
CCOC(=O)C1CCCN(c2cc(NCCCO)c([N+](=O)[O-])c3nonc23)C1 (stereo unspecified) | 2.3 | -42.1 | 9.4
Cc1ccc(S(=O)(=O)NC(=O)ON=Cc2ccc3c(c2)OCO3)cc1 | -0.2 | -1.2 | 6.2
CC(=O)C1=C(C)N(Cc2ccc(F)cc2)C(=S)NC1c1cccc(Cl)c1 (stereo unspecified) | 1.4 | 10.6 | 1.3
COc1ccc(-c2ccc3c(n2)CCCN3S(=O)(=O)c2cccs2)cc1 | -8.0 | 4.9 | -10.2
CC(C)c1cc(Cn2c3ccccc3c(=O)n2C(C)Cn2cc(C3=CCCCC3)nn2)on1 (stereo unspecified) | 0.6 | 9.3 | -13.4
COC(=O)[C@@]1(Cc2ccc(OC)cc2)[C@H]2c3cc(C(=O)N4CCCC4)n(C[C@H](O)CO)c3C[C@H]2CN1C(=O)c1ccccc1 | 1.5 | -4.9 | -4.4
O=C(NCc1ccccc1)C1=C[C@@H](c2csc3ccccc23)C[C@@H](OCCCCO)O1 | 0.1 | 0.4 | 2.9
C[C@@H]1CN([C@@H](C)CO)C(=O)CCCn2cc(nn2)CO[C@H]1CN(C)S(C)(=O)=O | -0.1&-1.1 | -0.3 | -1.4

# Two neighbouring compounds already listed, for reference:
smiles | TcdB inh | PrPC surface inh | CCHF vOTU inh
CC(=O)C1=C(C)N(Cc2ccc(F)cc2)C(=S)NC1c1cccc(Cl)c1 (stereo unspecified) | 1.4 | 10.6 | 1.3
COc1ccc(-c2ccc3c(n2)CCCN3S(=O)(=O)c2cccs2)cc1 | -8.0 | 4.9 | -10.2

# Additional entries:
smiles | TcdB inh | PrPC surface inh | CCHF vOTU inh
CC(=O)C1=C(C)N(Cc2ccc(Br)cc2)C(=S)NC1c1cccc(Br)c1 (stereo unspecified) | 1.4 | 7.8 | -3.6
O=C(NCc1ccccc1)C1C(=O)Nc2ccccc2C(=O)N1c1ccc2c(c1)OCCO2 (stereo unspecified) | -0.8 | 0.2 | 6.9
CCOC(=O)C1=CCN(S(=O)(=O)c2ccc([N+](=O)[O-])cc2)C1c1ccc(C)cc1 (stereo unspecified) | 0.3 | 2.2 | 8.0
O=C(Nc1nc(-c2ccco2)c(-c2ccco2)s1)c1cnccn1 | -0.1 | -16.5 | 9.8
CCN1CCN(c2c(S(=O)(=O)c3ccc(Cl)cc3)cnc3ccccc23)CC1 | 0.6 | -0.7 | 3.6
S=C1NCCOc2ccccc21 | -0.7 | -2.0 | 4.0
CCc1c(-c2ccc(Cl)cc2)ncn1CCc1ccccc1OC | 1.1 | 6.7 | 7.9
Cc1cc2nc(-c3cccnc3SCC(=O)NC3CC3)[nH]c2cc1C | 1.4 | 7.6 | 2.6
CCOc1ccccc1C(=O)N1CCC[C@@H]1C(=O)N1CCC[C@H]1C(=O)NCc1ccccc1 | 0.3 | -2.7 | -5.1
COC(=O)C1=C(C)N(Cc2ccc(C(F)(F)F)cc2)C(=NCc2ccc3c(c2)OCO3)NC1c1ccccc1 (stereo unspecified) | -5.2 | -12.5 | 28.4
Cc1cccc(C)c1N1C(=O)c2ccccc2NC(=O)C1C(=O)NCCc1ccccc1 (stereo unspecified) | 0.0 | 2.0 | 9.5
CCCCCCCCN1C(=O)[C@H](CC(=O)NCC23CC4CC(CC(C4)C2)C3)C[C@@]2(C(=O)OCC)CCC=C12 | -0.1 | 8.8 | 14.8

# Molecules from the list above containing two or more sulfur atoms, in the order listed:
smiles | TcdB inh | PrPC surface inh | CCHF vOTU inh
COc1ccc(-c2csc(NC(=S)NC(=O)/C=C/c3ccccc3)n2)cc1Br | 0.3 | -7.3 | 1.2
C(=CCSc1ccccn1)CSc1ccccn1 | 0.5 | 2.4 | -4.5
COc1ccc(-c2ccc3c(n2)CCCN3S(=O)(=O)c2cccs2)cc1 | -8.0 | 4.9 | -10.2

# Following part.
smiles | TcdB inh | PrPC surface inh | CCHF vOTU inh
COC(=O)[C@@]12C[C@@H](CC(=O)N3CCSCC3)C(=O)N(Cc3ccccc3)C1=CCC(C)(C)C2 | 2.2 | -1.1 | 7.7
CN(Cc1ccc(Cl)c(Cl)c1)C(C(=O)NCc1ccccc1)c1ccc(C(F)(F)F)cc1 (stereo unspecified) | -1.5 | 9.1 | 18.3
Nc1[nH]c(C(=O)c2ccccc2)c(-c2ccc3c(c2)OCO3)c1C(=O)NCCc1c[nH]c2ccccc12 | -0.4 | 4.0 | 14.4
COC(=O)C1=C(C)N(Cc2cccc(C(F)(F)F)c2)C(=NCc2ccc(C(F)(F)F)cc2)NC1c1cccc(C(F)(F)F)c1 (stereo unspecified) | -0.1 | 12.1 | 8.1
CC(C)C[C@H]1COc2cccc(N3CCCC3)c2S(=O)(=O)N1 | 0.4 | 7.1 | 20.1
O=C(Cc1ccc(NC(=O)C2CCCN(C(=O)c3ccccc3)C2)cc1)Nc1cccc(C(=O)N2CCCCC2)c1 (stereo unspecified) | -1.9 | 1.6 | 32.3*
Cc1cc(=O)n2[nH]c(-c3cccnc3)nc2n1 | 0.2 | 5.8 | -6.8
COC(=O)C[C@@H]1OC[C@H](Cc2ccccc2)N1S(=O)(=O)c1ccc(C)cc1 | 0.7 | 3.8 | 2.4
COc1ccc(-c2c(-c3ccccc3OC)sc3ccccc23)cc1F | -0.9 | 0.4 | -7.0
COCc1cc(N2CCN(C(=O)OC(C)(C)C)C[C@@H]2C)ccc1N1CC[C@H](O)C1 | -61.3 | -3.3 | 0.8
CCCCCCCCN1C(=O)[C@@H](CC(=O)N2CCSCC2)C[C@@]2(C(=O)OC)C1=C[C@H](C1CCCC1)O[C@@H]2C | 0.5 | -2.0 | 3.5
COc1ccc(C(C)=O)cc1CSc1nnc(SCc2cc(C(C)=O)ccc2OC)s1 | 0.0 | -3.7 | -8.3

# Pulled one by one from above:
smiles | TcdB inh | PrPC surface inh | CCHF vOTU inh
Nc1[nH]c(C(=O)c2ccccc2)c(-c2ccc3c(c2)OCO3)c1C(=O)NCCc1c[nH]c2ccccc12 | -0.4 | 4.0 | 14.4
CC(C)C[C@H]1COc2cccc(N3CCCC3)c2S(=O)(=O)N1 | 0.4 | 7.1 | 20.1
